Screening data (PubChem)
TbREL1 inh: TbREL1 inhibition, primary screen | hit rate 0.49% among 89,000 | TbREL1 RNA ligation, FRET fluorescence | inhibition, % at 9.66 µM | AID 1117264;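 active = inhibition above the mean inhibition across all screened compounds plus 3 SD, cut at about 11% in these data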;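 note: 0% = plate median of test wells and 100% = NSC42067 control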
Target sequence (P86926 whole entry, looked up): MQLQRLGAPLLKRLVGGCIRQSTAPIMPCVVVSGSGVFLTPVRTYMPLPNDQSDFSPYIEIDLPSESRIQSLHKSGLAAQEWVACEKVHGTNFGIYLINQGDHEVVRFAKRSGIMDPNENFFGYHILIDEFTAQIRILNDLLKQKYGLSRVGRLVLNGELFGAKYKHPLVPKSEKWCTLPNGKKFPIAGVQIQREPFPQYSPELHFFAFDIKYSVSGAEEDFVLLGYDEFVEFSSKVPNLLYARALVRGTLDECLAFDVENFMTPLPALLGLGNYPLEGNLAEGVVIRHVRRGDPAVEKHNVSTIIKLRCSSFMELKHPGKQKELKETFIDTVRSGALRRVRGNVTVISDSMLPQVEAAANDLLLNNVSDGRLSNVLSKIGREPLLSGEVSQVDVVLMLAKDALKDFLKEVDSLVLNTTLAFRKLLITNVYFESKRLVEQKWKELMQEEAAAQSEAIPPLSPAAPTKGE
An asterisk follows results filed as active. These rows are one share of the data; the hit share may differ from the screen's.

nr	compound	TbREL1 inh
1	CCN(C(=O)COC(=O)CCOc1ccccc1C)c1c(N)n(Cc2ccccc2)c(=O)[nH]c1=O	1.5
2	Cc1ccc(Cl)cc1N1CCN(C(=O)C2CCN(S(C)(=O)=O)CC2)CC1	1.2
3	O=S(=O)(c1ccc(Cl)nc1)N(Cc1ccccc1)Cc1ccccc1	4.1
4	CCN(CC(=O)Nc1c(F)cccc1F)C(=O)CCCNC(=O)c1ccc(Cl)cc1	3.8
5	O=S1(=O)CC(N2CCCCC2)CN1Cc1cn(Cc2cccc(C(F)(F)F)c2)nn1 (stereo not given)	3.3
6	Cc1cccc(CCNc2nc3ccc(C)cc3n3cnnc23)c1	1.5
7	COc1ccc(OC)c(-c2csc(N(C)C(=O)Cc3ccccc3)n2)c1	0.8
8	Cc1ccc(C)c(-n2c(-c3cccnc3)n[nH]c2=S)c1	-6.0
9	CC(Sc1nc2cc(Cl)ccc2s1)C(=O)Nc1cccc(S(=O)(=O)N2CCOCC2)c1 (stereo not given)	3.6
10	O=C(CCN1C(=O)/C(=C/c2ccccc2Cl)SC1=S)NNC(=O)c1cccnc1	-12.4
11	COc1ccc(-c2cccc(-c3cc(=O)oc4cc(OC)cc(OC)c34)c2)cc1	0.9
12	CCOC(=O)C(CN1CCCC1)c1ccccc1 (stereo not given)	0.3
13	Cc1cc(NC(=O)CCN2C(=O)c3ccccc3C2=O)no1	-2.3
14	NC(=O)c1ccccc1NC(=O)CSc1nc2ccccc2c(=O)[nH]1	-1.8
15	Cc1ccccc1NS(=O)(=O)c1nnc(NC(=O)c2ccc(Br)cc2)s1	3.2
16	Cc1nc2ncnn2c(C)c1CCC(=O)Nc1ccc(S(=O)(=O)N2CCCCCC2)cc1	-1.8
17	Cc1ccc2cc(CCNC(=O)C(C)C)c(=O)[nH]c2c1	2.8
18	CC(C)(C)c1ccc(C(=O)Nc2cc(Cl)ccc2C(=O)O)cc1	-1.6
19	OCCN1CCN(c2nc3ccccc3nc2-c2ccccc2)CC1	1.5
20	CC(OC(=O)c1ccc(C(C)(C)C)cc1)C(=O)NC1CCCCC1C (stereo not given)	-2.4
21	COCOc1cccc(CN2CCC(C)(Oc3cccc(OC)c3)C2)c1 (stereo not given)	-1.8
22	Cc1cc(C)c(OCCCNCc2ccccc2)c(Br)c1	15.0*
23	CCOC(=O)c1cc(C#N)c(Nc2ccc(C)cc2)nc1C(F)(F)F	1.1
24	CC(=O)Nc1nc2c(C)cc(NC(=O)C3CCCCC3)cc2s1	-2.3
25	Cc1csc(NC(=O)c2c(-c3c(F)cccc3Cl)noc2C)n1	-0.2
26	CCN(CC)C(=O)CC(c1ccc2c(c1)OCO2)c1c(O)cc(OC)cc1OC (stereo not given)	0.0
27	Cn1c(=O)c2c(nc(N3CCOCC3)n2CC(=O)C23CC4CC(CC(C4)C2)C3)n(C)c1=O	-1.4
28	Cc1cc(=O)oc(C)c1C(=O)NCCc1ccccc1	3.1
29	COc1ccc(C)cc1NC(=O)c1ccc2c(O)c(S(=O)(=O)c3ccccc3)c(=O)[nH]c2c1	5.3
30	CN(C)CCCNC(=O)c1ccc(Cl)c(S(=O)(=O)N2CCCCCC2)c1	1.4
31	COc1ccc(C2SCC(=O)N2c2c(C)n(C)n(-c3ccccc3)c2=O)cc1OC (stereo not given)	-0.3
32	O=C(NCC(=O)N1CCN(c2ncccn2)CC1)c1ccc(F)cc1	5.7
33	Cc1ccc2c(c1)c(-c1ccccc1)nc1nnnn12	-0.4
34	COc1c(Cl)cc(Cl)cc1CNc1ccc(S(N)(=O)=O)cc1	0.7
35	COCC(=O)Nc1nc2n(n1)C(c1ccc(OC)cc1)CC(c1ccc(OC)cc1)N2 (stereo not given)	3.0
36	COC(=O)COc1ccc(-c2ccc(F)cc2)cc1C=O	0.5
37	Cc1c(C(=O)N2CCCCC2C)sc2nc3n(c(=O)c12)CCC3 (stereo not given)	3.2
38	Cc1c(C(=O)NCc2ccc3c(c2)OCCO3)sc(=O)n1Cc1ccccc1C(F)(F)F	4.0
39	O=C(c1ccc2c(c1)OCCO2)C1CCN(C(=O)c2ccc(F)cc2)CC1	1.2
40	Cc1ccc(N2Cc3ccccc3OC(C)C2=O)cc1 (stereo not given)	-0.6
41	CCCCNC(=S)N(C)/N=C/c1c(C)[nH]c2ccccc12	-4.8
42	CC(=O)NC1CCN(CC(=O)Nc2cccc([N+](=O)[O-])c2)CC1	-0.1
43	Cc1cccc(NC(=O)c2ccccc2[N+](=O)[O-])n1	1.9
44	COC(c1ccccc1)(c1ccccc1)C(Oc1nccc(C)n1)C(=O)O (stereo not given)	0.0
45	O=C(NCc1ccccc1)N1CCC(c2nc3ccccc3[nH]2)CC1	1.1
46	Cc1c(NC(=S)Nc2ccccc2C(F)(F)F)cccc1[N+](=O)[O-]	-0.1
47	O=C(c1cc(=O)[nH]c2ccccc12)N1CCN(c2ccc([N+](=O)[O-])cc2)CC1	6.8
48	C[C@@H]1CN([C@H](C)CO)C(=O)c2c(c3ccccc3n2C)-c2ccccc2CO[C@H]1CN(C)C(=O)CCC(F)(F)F	-1.6
49	CC1CC(C)CN(C(=O)COC(=O)c2cc(S(=O)(=O)N3CCOCC3)ccc2F)C1 (stereo not given)	-3.0
50	COc1ccc(NC(=O)CSc2nc(C)cs2)c(OC)c1	1.2

(continued)
nr	compound	TbREL1 inh
51	C#CCn1cc(/C=N/NC(=O)COc2cccc3cccnc23)c2ccccc21	5.3
52	COc1ccc(C2CC(c3cccc(OC)c3)n3nc(N)nc3N2)cc1 (stereo not given)	3.1
53	CC(C)(C)c1ccc(C2=CC(c3ccccc3F)n3ncnc3N2)cc1 (stereo not given)	-5.5
54	CC(=O)Nc1ccc(Nc2ncnc3c2cnn3-c2ccccc2)cc1	-0.4
55	COc1ccc(Cl)cc1NC(=O)CN(C)C(=O)c1cc(C)oc1C	-0.8
56	O=C(Nc1ccc(F)cc1F)c1ccco1	-1.6
57	Cc1ccc(-n2ncc3c2CC(C)(C)CC3NC(=O)c2ccccn2)cc1 (stereo not given)	-1.4
58	COc1ccc(CN2CCC(=O)N([C@H](CO)Cc3ccccc3)CC2)cc1OC	-3.3
59	C[C@@]12C(=O)N(Cc3ccco3)CC(=O)N1[C@H]1c3cc(Cl)ccc3OC[C@@H]1[C@@H]2c1ccccc1	2.9
60	O=C(CC1Nc2ccccc2NC1=O)NC1CCCCC1 (stereo not given)	6.5
61	CC(Oc1ccccc1)C(=O)Nc1cccc(-c2nc3ccccc3[nH]2)c1 (stereo not given)	-0.3
62	O=C(NC(N1CCCC1)C(Cl)(Cl)Cl)c1ccccc1 (stereo not given)	-2.3
63	Cc1cccc(NC(=O)c2cnc3sccn3c2=O)n1	-1.7
64	Cc1ccc(NC2=NCC(=O)N2Cc2ccc3c(c2)OCO3)c(C)c1	3.4
65	Cc1nn(CC(=O)OCC(=O)NCCc2ccc(F)cc2)c(C)c1[N+](=O)[O-]	0.1
66	COc1ccc2cc(CCN3C(=O)c4ccccc4C3=O)c(=O)[nH]c2c1	3.9
67	CC(=O)NC1=NN(C(C)=O)C(C)(c2cccnc2)S1 (stereo not given)	1.9
68	Cc1ccccc1NC(=O)[C@H]1CC(=O)O[C@@H]1c1ccccc1	-5.6
69	Cc1ccc(S(=O)(=O)N2[C@@H](c3ccc(Cl)cc3)C(C(=O)OC(C)(C)C)=CC[C@H]2c2ccc(Cl)c(Cl)c2)cc1	0.9
70	CC(C)(C)c1ccc(S(=O)(=O)NCCc2ccncc2)cc1	-3.2
71	CCc1ccc(N(CC(=O)NC2CC2)S(=O)(=O)c2ccc(C)cc2)cc1	1.6
72	COC(=O)COc1ccc(S(=O)(=O)Nc2ccc(C(N)=O)cc2)cc1C	-1.3
73	Cc1ccc(NC(=O)CN2C(=O)N/C(=C/c3ccc(N4CCOCC4)cc3)C2=O)cc1	-7.0
74	Cc1ccccc1Cn1nc(C)c(NC(=O)c2cc(-c3ccco3)on2)c1C	-1.0
75	Cc1nn(-c2ccccc2)c2sc(C(=O)NCC3CCCO3)cc12 (stereo not given)	0.8

Rewritten with values ahead of the structure: entries from further up
| # | TbREL1 inh | canonical_smiles |
| --- | --- | --- |
| 61 | -0.3 | CC(Oc1ccccc1)C(=O)Nc1cccc(-c2nc3ccccc3[nH]2)c1 (stereo not given) |
| 62 | -2.3 | O=C(NC(N1CCCC1)C(Cl)(Cl)Cl)c1ccccc1 (stereo not given) |
| 63 | -1.7 | Cc1cccc(NC(=O)c2cnc3sccn3c2=O)n1 |
| 64 | 3.4 | Cc1ccc(NC2=NCC(=O)N2Cc2ccc3c(c2)OCO3)c(C)c1 |
| 65 | 0.1 | Cc1nn(CC(=O)OCC(=O)NCCc2ccc(F)cc2)c(C)c1[N+](=O)[O-] |

Additional results follow.
nr	compound	TbREL1 inh
76	CC(=O)N1Cc2cc(C(=O)NCC(F)(F)F)nc(-c3cccc(-c4cc5ccccc5o4)c3)c2[C@@H]1CCO	-0.5
77	Cc1cc(C)n(-c2nc(-c3ccc(Cl)cc3)cs2)n1	0.2
78	Cc1ccc(S(=O)(=O)N2CCN(C(=O)c3n[nH]c(=O)c4ccccc34)CC2)c(C)c1	3.2
79	COc1cccc(CNC(=O)CSCc2cnn(-c3ccccc3)c2-n2cccc2)c1	-3.5
80	COc1cc(CN(C)CC(=O)c2[nH]c(C)c(C(C)=O)c2C)ccc1OC(F)F	-5.4
81	Cc1ccc(S(=O)(=O)N(C)CC(=O)N/N=C/c2ccc(C)o2)cc1	-1.0
82	COc1ccc(NC(=O)Cn2nc(C)c3ccccc3c2=O)cc1	2.4
83	COc1cccc(N2CCN(C3CC(=O)N(c4ccc(F)c(Cl)c4)C3=O)CC2)c1 (stereo not given)	2.9
84	CCOc1ccc(NC(=O)NNC(=O)c2ccc(CC)s2)cc1	0.6
85	Cc1ccc(CN2CCc3[nH]c(=O)[nH]c(=O)c3C2)cc1	3.2
86	CN1CCCCC(NC(=O)c2ccc3ccccc3c2)C1=O (stereo not given)	0.1
87	CCCCN1CC(O)=C(c2nc(-c3ccc(Br)cc3)cs2)C1=N	-1.7
88	O=C(NC(=S)Nc1nc(-c2ccc(Br)cc2)cs1)c1ccco1	2.4
89	C[C@@H]1COc2cccc(N(C)CCO)c2S(=O)(=O)N1	-4.0
90	COC(=O)N=Nc1c(O)n(Cc2ccccc2)c2ccccc12	9.3
91	CN(CC(=O)Nc1ccc(F)cc1)C(=O)CN1C(=O)NC2(CCCCC2)C1=O	2.8
92	O=C(NCc1ccccc1C(F)(F)F)C12CN(Cc3ccccc3)CC1C(c1ccc([N+](=O)[O-])cc1)=NO2 (stereo not given)	5.5
93	NC(=O)NC(Cc1ccccc1)C(=O)NCC1(N2CCCCC2)CCCCC1 (stereo not given)	2.5
94	Cc1ccc(NC(=O)Nc2ccc3c(c2)CCC3)cc1C	-1.6
95	CCSc1nc2c(c(=O)n1CC)SC(C)C2 (stereo not given)	-2.7
96	COC(=O)[C@]12C[C@H](CC(=O)NCCCN3CCCC3=O)C(=O)N(CCc3ccc(OC)c(OC)c3)C1=C[C@H](C(C)C)O[C@@H]2C1CC1	1.8
97	CCn1c(=S)sc2c(=O)n(-c3ccccc3)c(SC)nc21	-2.1
98	COc1ccc(CNC(=O)c2cccc(N3CCCC3=O)c2)cc1	1.0
99	CCCNC(=O)c1ccc(N2CCC3(CC2)CC(c2ccccc2)=NO3)c(NC(=O)c2ccco2)c1	0.9
100	Cc1occc1-c1nnc(SCC(=O)N2CCN(c3ncccn3)CC2)n1-c1ccccc1	-1.7

TbREL1 inh: hit marks shown above.
nr	compound	TbREL1 inh
22	Cc1cc(C)c(OCCCNCc2ccccc2)c(Br)c1	15.0*

Further compounds:
nr	compound	TbREL1 inh
101	COc1cccc(C(=O)N2CCCC(c3nc(-c4cccs4)no3)C2)c1 (stereo not given)	-1.2
102	COc1ccc(C(=O)CSc2nnc(Cn3cnc4ccccc43)o2)cc1	5.0
103	COc1ccc2c(c1OC)C(=O)N(C(C)C(=O)O)C2=O (stereo not given)	0.1
104	O=C(O)c1ccccc1-c1ccccc1C(=O)Nc1ccccc1-c1ccccc1	-0.1
105	O=C(CSc1nnc(-c2cccnc2)n1Cc1ccco1)N1c2ccccc2Sc2ccccc21	8.7
106	C[C@H](CO)N1C[C@H](C)[C@@H](CN(C)C(=O)Nc2ccc(C(F)(F)F)cc2)Oc2ccc(NC(=O)Cn3cnnn3)cc2C1=O	7.5
107	C[C@H](CO)N1C[C@H](C)[C@H](CN(C)Cc2ccncc2)Oc2cc(-c3ccccc3F)ccc2S1(=O)=O	-0.9
108	O=C(NCc1ccco1)c1ccc(CNc2c(N3CCCCC3)c(=O)c2=O)cc1	-1.3
109	CCCCOCCCNC(=O)C[C@H]1C[C@@]2(C(=O)OC)C(=C[C@H](C(C)(C)C)O[C@@H]2C)N(CCc2ccc(OC)c(OC)c2)C1=O	-0.6
110	CC(=O)Nc1ccc(S(=O)(=O)NCCCc2ccccc2)cc1	2.4
111	Cc1cc(C(=O)CSc2nnc3ccccn23)c(C)n1-c1ccccc1	-1.1
112	CCOC(=O)NC(=O)/C(C#N)=N/Nc1ccc(F)cc1	-3.3
113	CCC(C)NC(=O)c1cc(-c2ccc(OC)cc2)on1 (stereo not given)	1.1
114	CCN(CC(=O)Nc1c(F)cccc1F)C(=O)Cc1ccsc1	4.3
115	COC(=O)C1=C(CCc2ccccc2)NC(=O)NC1c1ccc(Br)cc1 (stereo not given)	1.2
116	O=C(CCn1c(=O)[nH]c2ccsc2c1=O)N1CCN(c2ccc([N+](=O)[O-])cc2)CC1	-2.3
117	Cc1ccc(CNC(=O)Cn2cccc2C(=O)c2ccccc2)cc1	-4.1
118	COc1ccc(-c2cc(C(=O)Nc3sc4c(c3C#N)CCCC4)c3ccccc3n2)cc1OC	4.4
119	CCOC(=O)C1=C(NC(=S)NC(=O)c2ccccc2)c2ccccc2CC1C(C)C (stereo not given)	-1.5
120	CCNC(=O)COc1ncnc2scc(-c3ccc(F)cc3)c12	-3.2
121	Nc1cc(-c2ccc(Cl)cc2)nn1-c1ccccc1	-1.8
122	Oc1ccc(CCc2ccccc2)c2cccnc12	6.6
123	COCCNC(=S)NC(=O)CC12CC3CC(CC(C3)C1)C2	-3.9
124	CC(C)CCNC(=O)[C@H]1COC(O)([C@H](Cc2ccccc2)NC(=O)[C@@H](NC(=O)OCc2ccccc2)C(C)C)CN1C (stereo not given in full)	4.6
125	COc1ccc(NC(=O)CSc2ccc(-c3ccccn3)nn2)cc1OC	2.2
